Rad51 HR inh: blocks human Rad51 in homologous recombination; hRad51 DNA strand exchange, fluorescence dequenching; inhibition, % at 10 µM; Q06609; AID 1385; 200,000 tested, 0.085% active;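 active = inhibition above 40% at the single screening dose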;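 note: 0% = DMSO control wells and 100% = blanks with heterologous ssDNA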
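Assay system: Human Rad51 nucleoprotein filaments preassembled on unlabelled ssDNA | Reagent: Donor/quencher-labelled 47-bp dsDNA substrate | Doses: One concentration, 10 µM final | Times: 37 °C 15-min filament assembly, 30-min compound preincubation, 15-min exchange | Technique: Fluorescein emission 520 nm, excitation 485 nm | Benchmarks: Plate control and blank wells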
Thrombin inh: blocks human thrombin protease activity | AID 1046 | 220,000 tested, 0.26% active | alpha-thrombin, Boc-VPR-AMC fluorogenic substrate cleavage | P00734 | inhibition, % at 5 µM;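 active = inhibition at or above 40%; inactive = inhibition below 40%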;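 note: 0% = enzyme with no compound and 100% = wells without enzyme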
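signal = AMC fluorescence, 355/460 nm | material = human alpha-thrombin enzyme | control set = enzyme without compound as high, wells lacking enzyme as low | times = reaction at room temperature | read-out basis = percent inhibition scaled between no-compound controls and no-enzyme blanks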
EBV gp42 inh: inhibitors of Epstein-Barr virus glycoprotein 42 | Q1HVG2 | Fluorescence polarization binding assay, mP read-out | inhibition, % (tested at 21.74 µM) | 220,000 tested, 0.42% active | AID 1085; in the data active = inhibition above about 50%
Target sequence (Q1HVG2 whole entry, looked up): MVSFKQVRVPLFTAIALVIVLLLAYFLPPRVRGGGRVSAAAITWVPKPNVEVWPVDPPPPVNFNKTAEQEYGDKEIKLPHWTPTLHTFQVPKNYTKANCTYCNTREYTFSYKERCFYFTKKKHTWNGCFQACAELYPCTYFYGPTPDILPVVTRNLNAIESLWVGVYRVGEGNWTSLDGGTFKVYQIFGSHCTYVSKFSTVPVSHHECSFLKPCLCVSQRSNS
eIF4E 4G PPI: inhibitors of eIF4E and eIF4G interaction in translation initiation; P63073+Q04637; TR-FRET eIF4E-eIF4GI(517-606) binding, 2 h; inhibition, % at 21.7 µM; 220,000 tested, 0.37% active; AID 782;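 note: 0% = full FRET control wells and 100% = background wells lacking eIF4GI fragment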
Furin inh: inhibitors of human furin; P09958; purified furin, fluorogenic substrate cleavage; inhibition, % at 30 µM; 220,000 tested, 0.061% active; AID 463115; in the data active = inhibition above about 25%; note: inactives centre near -15
Target sequence (P09958 108-714 limits assumed): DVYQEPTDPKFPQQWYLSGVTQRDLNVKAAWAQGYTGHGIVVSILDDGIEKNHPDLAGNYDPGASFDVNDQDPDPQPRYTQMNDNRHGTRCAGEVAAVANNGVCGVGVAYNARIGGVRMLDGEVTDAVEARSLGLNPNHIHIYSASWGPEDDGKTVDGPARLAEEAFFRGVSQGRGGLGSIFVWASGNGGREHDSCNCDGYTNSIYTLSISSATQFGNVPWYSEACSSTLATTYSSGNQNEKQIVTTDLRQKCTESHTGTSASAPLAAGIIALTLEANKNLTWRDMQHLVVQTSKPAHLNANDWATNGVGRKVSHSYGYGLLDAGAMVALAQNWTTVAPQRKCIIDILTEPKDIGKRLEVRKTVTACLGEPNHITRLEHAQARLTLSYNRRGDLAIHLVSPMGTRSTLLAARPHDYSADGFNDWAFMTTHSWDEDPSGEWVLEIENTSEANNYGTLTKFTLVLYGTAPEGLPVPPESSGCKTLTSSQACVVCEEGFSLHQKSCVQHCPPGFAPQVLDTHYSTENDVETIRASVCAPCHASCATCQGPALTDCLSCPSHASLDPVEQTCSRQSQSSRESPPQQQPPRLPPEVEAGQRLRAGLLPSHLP
KCC2 mod: modulators of human KCC2 chloride dependent transport; KCC2 cells, thallium flux FluoZin-2 fluorescence; Q9H2X9; 190,000 tested, 2.2% active; B-score of Tl+ flux slope (higher = more flux/activation; lower = inhibition) at 10 µM;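 active = thallium flux slope and its plate-corrected score both differing from the plate sample mean at a set confidence after two filtering rounds, in either direction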;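 note: slope of fluorescence scaled to starting intensity during 10 to 20 s after thallium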
14-3-3 Bad PPI: disrupts binding of bovine 14-3-3 zeta to phospho-Bad peptide | P63103 | TR-FRET 14-3-3zeta/Dy647-pBad peptide displacement, 1 h | inhibition, % at 21.7 µM | 220,000 tested, 0.71% active;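 active = inhibition above about 70%, limit read from the data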;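 note: 0% = full 14-3-3 plus peptide FRET controls and 100% = background without 14-3-3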
hK5 inh: inhibitors of human kallikrein 5; AID 873; 210,000 tested, 0.59% active; recombinant hK5, fluorogenic AMC substrate cleavage; Q9Y337; inhibition, % at 5 µM;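 active = inhibition of 40% or more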;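 note: 0% = enzyme controls without compound and 100% = no-enzyme blanks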
Target sequence (Q9Y337 67-293 limits assumed): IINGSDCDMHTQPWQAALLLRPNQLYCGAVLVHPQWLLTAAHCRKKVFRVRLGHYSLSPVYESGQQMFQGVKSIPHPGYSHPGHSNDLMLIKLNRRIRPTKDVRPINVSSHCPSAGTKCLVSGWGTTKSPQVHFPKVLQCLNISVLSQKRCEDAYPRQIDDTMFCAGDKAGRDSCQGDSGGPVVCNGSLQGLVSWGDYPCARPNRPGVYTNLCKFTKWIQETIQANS
NCF1 inh: blocks human p47phox regulatory protein of NADPH oxidases | P14598 | 220,000 tested, 0.53% active | p47phox/p22phox peptide binding, fluorescence polarization, 2 h | AID 1274 | inhibition, % at 24.7 µM;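 note: 0% = p47phox with labelled peptide and 100% = labelled peptide alone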
* = called active by the depositor; nt = not tested or not shown; [ ] = another dose, or the depositor's remark.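 Rule for the calls, unless noted: active = inhibition above about 30% (limit read from the data); inactive = the rest.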

nr	mol	Rad51 HR inh	Thrombin inh	EBV gp42 inh	eIF4E 4G PPI	Furin inh	KCC2 mod	14-3-3 Bad PPI	hK5 inh	NCF1 inh
1	COCc1[nH]nc2c1C(c1cccc(OC)c1)C(C#N)=C(N)O2 (stereo unspecified)	-2	4	-6	-9	-10	-0.71	0	-2	-14
2	CCOC(=O)C1=C(C)NC(=S)NC1C (stereo unspecified)	-9	-8	-13	0	-26	-0.0087	-8	8	-6
3	CN(C)c1nc(C(F)(F)F)cc(=O)[nH]1	5	-1	5	1	-25	-0.65	-7	-7	-12
4	Cc1ccc(C2(CC(=O)O)CCOC(C)(C)C2)cc1 (stereo unspecified)	-3	3	-15	2	-5[20 µM]	-2.8	0	-5	1
5	O=C(O)CC/C(=N\NC(=O)c1ccccc1)c1cccs1	15	-9	-3	7	-9	0.61	-5	-8	-8
6	COc1ccc(-n2cnnc2SCC(=O)N2CCN(S(=O)(=O)c3ccccc3)CC2)cc1	nt	-5	-12	-7	-11[20 µM]	-0.0089	-8[fluorescence artefact?]	12	2
7	COc1ccc(N2CCN(C(=O)CSc3nnc(CNc4ccccc4)o3)CC2)cc1	10	-4	-8	-2	-29[20 µM]	-0.38	2	-22	12
8	NS(=O)(=O)c1ccc(N/N=C/c2ccccc2C(=O)O)c([N+](=O)[O-])c1	1	-5	2	2	-4	0.72	-4	-4	2
9	CC(=O)c1sccc1NC(=O)CC(C)(C)CC(=O)O	nt	-3	0	-3	-8	0.14	6	-1	-27
10	CCSc1nc(N)c(C#N)c(-c2ccco2)c1C#N	8	-3	6	1[fluorescence artefact?]	-14[20 µM]	0.31	-5[fluorescence artefact?]	-12	0
11	Fc1ccccc1/C=N/Nc1ncnc2nc[nH]c12	nt	-1	59*	3	-1	-0.11	1	-3	6
12	CC(C)(C)C(=O)Nc1nnc(Cc2ccccc2)s1	-4	1	-16	-3	-29[20 µM]	-0.73	18	-4	-4
13	Nc1nc(SCc2ccccc2)n[nH]1	2	-5	-10	1	-13	0.82	-12	-6	-6
14	O=C(Cc1ccccc1F)c1ccc(O)cc1O	0	0	6	-2	-13	-1.4	-4	1	-7
15	Cc1[nH]c(=O)[nH]c(=O)c1S(=O)(=O)N1CCC(C(=O)NC(C)c2ccccc2)CC1 (stereo unspecified)	nt	1	-17	-4	-29	0.31	5	-10	-8
16	COc1ccc(C(=O)O/N=C2\CCS(=O)(=O)c3sccc32)cc1	9	4	-3	3	-20	-0.62	-5	nt	-7
17	CNc1nc(OC)nc(N(C#N)CN2C(=O)c3ccccc3S2(=O)=O)n1	nt	0	-7	3	-21	-0.33	-9	1	-10
18	CCOC(=O)c1cnc2c(-c3ccc(Cl)cc3)c(C)nn2c1N	5	-5	-2	1	-50[20 µM]	0.24	-4	-10	-14
19	Cc1cc(OCC(F)(F)C(F)(F)C(F)(F)C(F)F)nc(N)n1	1	5	-1	3	-10[20 µM]	-0.95	3	6	-10
20	CCC(C)NC(=O)C1CCN(S(=O)(=O)c2ccc(Br)s2)CC1 (stereo unspecified)	nt	0	-17	0	-32	-0.0091	-7	-4	-8
21	COc1ccc(C2C(C(=O)O)CC(=O)N2c2ccc(OC)cc2)cc1 (stereo unspecified)	1	-6	1	-6	-15	0.87	-1	-8	2
22	COc1cccc(C(=O)Oc2c(Br)cc(Br)cc2/C=N/NC(=O)c2cc(C)[nH]n2)c1	0	1	-18	2	-4	0.04	-5	11	-39
23	Cc1ccnc(NC(=S)NC(=O)c2cncc(Br)c2)c1	-5	-10	-15	11[fluorescence artefact?]	-13	8.5*	14[fluorescence artefact?]	-14	-2
24	O=C(c1ccc(S(=O)(=O)N2CCCCC2)cc1)N1CCN(Cc2ccc3c(c2)OCO3)CC1	0	0	-1	nt	-18	nt	nt	-18	2
25	CCOC(=O)c1c(-c2ccc(OC)cc2)csc1/N=C/N(C)C	nt	-2	-10	1	-5	-0.77	-6	-27	-11
26	CC(C)N(C(=O)Cn1c(SCC(=O)NCc2ccc3c(c2)OCO3)nc2ccccc21)C(C)C	3	2	1	2[fluorescence artefact?]	-18[20 µM]	-0.44	-4	1	-5
27	CCNC(=O)NC(=O)C(C)OC(=O)c1cccn1C (stereo unspecified)	-6	-1	-14	-4	-26	-0.061	1	6	-12
28	COc1ccc(N2CCN(C(=O)CSc3ccc([N+](=O)[O-])cc3)CC2)cc1	3	nt	-19	4	-16	1.1	-4	1	-10
29	COCCN(C)C(=O)CCc1nnc(Cc2ccc(-c3ccccc3)cc2)o1	3	-6	1	-2	-30	-0.63	-4	1	0
30	CCC(=O)N(Cc1ccc2c(c1)OCO2)Cc1cc2cc(OC)ccc2[nH]c1=O	5	15	-2	-1	-18	1.1	3	19	-3
31	CC(C)C(NC(=O)OCc1ccccc1)C(=O)OCC(=O)N1CCCCC1 (stereo unspecified)	-7	-6	-2	-3	-25	-0.055	-5	2	-11
32	Cc1cc(C(=O)CN2C(=O)c3ccccc3C2=O)c(C)n1Cc1cccs1	11	2	-20	-3	-6[20 µM]	1.2	-7	-8	-37
33	CC(C)(C)OC(=O)NCc1nc(N)n[nH]1	-1	0	-17	-1	-22[20 µM]	0.15	8	2	-1
34	Cc1cc(C)cc(N(CCC#N)C(=O)CSc2nc3nc(C)cc(C)n3n2)c1	-2	5	-17	2	-21	nt	-1	3	-16
35	O=C(Nc1ccc(NC(=O)c2ccco2)nc1)c1ccco1	0	0	2	-2	-14	0.13	-4	-18	-16
36	C[C@@H]1CN(Cc2nc(Cc3ccccc3F)no2)C[C@H](C)O1	-29	-1	5	-1	-19	-0.86	-4	3	-5
37	Cc1cc(-c2n[nH]c(=S)n2/N=C/C(Cl)=C/c2ccccc2)n[nH]1	7	-7	0	6[fluorescence artefact?]	-21	4.9*	-11[fluorescence artefact?]	-2	-18
38	CCOC(=O)/C(C#N)=C/c1cccc(C)c1	nt	-9	-6	1	-14	-0.84	-1	-4	-5
39	COc1ccc(C(=O)Nc2cc(C(F)(F)F)ccc2-n2cnc3ccccc32)cc1	-9	-5	-8	0[fluorescence artefact?]	-25	-0.78	5	-5	-3
40	COC(=O)c1cccc(NS(C)(=O)=O)c1C	-4	-3	-19	7	-19[20 µM]	-0.054	4	-25	-3
41	CCOC(=O)c1cc2c(n(-c3ccc(C)cc3)c1=O)CCCC2=O	-4	3	-12	-5	-25	0.79	8[fluorescence artefact?]	-8	-18
42	Cn1cc(C(=O)c2ccc(Cl)cc2Cl)cc1C(=O)N/N=C(\N)COc1cccc(C(F)(F)F)c1	-8	6	-7	0	3[20 µM]	0.32	-8	-50	-6
43	COc1cc(C(=O)Nc2cccc(-c3nc4ncccc4o3)c2C)cc(OC)c1OC	6	-4	-22	2	-23	-0.31	18	-17	-3
44	CCOC(=O)c1cc(-c2nnc(-c3ccc(Cl)cc3)o2)c(C)nc1C	1	-2	-15	0	-18	nt	-7	-13	-5
45	Cc1cccc(C)c1OCCCCn1cnc2ccccc2c1=O	-5	-5	-4	-5	-17[20 µM]	nt	-3	-12	-13
46	CCN1CCN(C(=O)CN(C)S(=O)(=O)c2cc(C)ccc2OC)CC1	10	-10	-13	0	-37	-0.02	-12	4	6
47	CC(=O)Nc1cccc(Oc2ncnc3scc(-c4ccc(C(C)C)cc4)c23)c1	-33	1	-6	1	-2	-2.6	7	-3	-25
48	COc1cc(/C=N/NC(N)=S)cc(Br)c1OCc1ccccc1F	3	-4	0	1[fluorescence artefact?]	-6	0.67	4[fluorescence artefact?]	-1	3

Ordered by heavy-atom count (largest number first): part of the list above
nr	mol	Rad51 HR inh	Thrombin inh	EBV gp42 inh	eIF4E 4G PPI	Furin inh	KCC2 mod	14-3-3 Bad PPI	hK5 inh	NCF1 inh
26	CC(C)N(C(=O)Cn1c(SCC(=O)NCc2ccc3c(c2)OCO3)nc2ccccc21)C(C)C	3	2	1	2[fluorescence artefact?]	-18[20 µM]	-0.44	-4	1	-5
24	O=C(c1ccc(S(=O)(=O)N2CCCCC2)cc1)N1CCN(Cc2ccc3c(c2)OCO3)CC1	0	0	-1	nt	-18	nt	nt	-18	2
34	Cc1cc(C)cc(N(CCC#N)C(=O)CSc2nc3nc(C)cc(C)n3n2)c1	-2	5	-17	2	-21	nt	-1	3	-16
17	CNc1nc(OC)nc(N(C#N)CN2C(=O)c3ccccc3S2(=O)=O)n1	nt	0	-7	3	-21	-0.33	-9	1	-10

(listing goes on)
nr	mol	Rad51 HR inh	Thrombin inh	EBV gp42 inh	eIF4E 4G PPI	Furin inh	KCC2 mod	14-3-3 Bad PPI	hK5 inh	NCF1 inh
49	O=C(NCc1ccncc1)Nc1cccc(Cl)c1	-1	1	-13	-2[fluorescence artefact?]	-20[20 µM]	nt	13	7	-8
50	CCSc1nnc(NC(=O)CCc2ccccc2)s1	4	2	-17	0[fluorescence artefact?]	-17	nt	-5[fluorescence artefact?]	-21	1
51	COc1ccc(C)c2sc(N3CCCC3)nc12	-5	3	-16	1	-12	nt	4[fluorescence artefact?]	-6	-3
52	CCCS(=O)(=O)Nc1cc(C(F)(F)F)ccc1OCCOC	1	-4	-12	-3	-23	nt	-11	-5	-23
53	CC1CCN(C(=O)Cn2nc(C(F)(F)F)c3c2CCCC3)CC1	14	-6	-12	2	-25	0.092	-6	-6	-5
54	COc1ccc(CC(=O)NNC(=O)CSc2ccc(C)cc2)cc1	12	5	-6	-7	-21	-0.05	-12	-16	-7
55	CCOC(=O)CNC(=O)CSc1ccc2nnc(-c3ccc(F)cc3)n2n1	nt	2	-5	1	-21	nt	-7	6	0
56	Cc1noc(C)c1S(=O)(=O)N1CCC(C(=O)NCCc2ccc(S(N)(=O)=O)cc2)CC1	-6	5	-13	-1[fluorescence artefact?]	-4[20 µM]	0.0031	9	-2	-8
57	Cc1ccc(C)n1-n1cnc2scc(-c3cccs3)c2c1=O	4	1	-5	2	-22	-1.9	-1	-13	-15
58	CC1CN(c2ccc(Oc3ccccc3)cc2)c2nc3c(c(=O)[nH]c(=O)n3C)n2C1 (stereo unspecified)	13	1	-11	1[fluorescence artefact?]	-18	-0.051	-6[fluorescence artefact?]	-16	-3
59	Cc1ccc(N=C2SCCCN2C(=O)c2ccco2)cc1Cl	10	-2	-8	5[fluorescence artefact?]	-10	nt	-9	-7	7
60	O=C(Cn1nc2ccccc2n1)N/N=C/c1cc(Cl)cc([N+](=O)[O-])c1O	6	2	9	1	-8	-5.3*	17	-7	4
61	FC(F)Oc1ccccc1C1CC(c2ccc(Br)s2)Nc2ncnn21 (stereo unspecified)	-5	-7	3	-2[fluorescence artefact?]	-23	-0.33	3[fluorescence artefact?]	-12	2
62	O=C(COC(=O)c1c(F)cccc1F)c1ccc[nH]1	-3	1	-12	4	-14	0.35	-6	-5	-8
63	O=C(NCc1ccco1)c1cccnc1-c1nc2ccccc2s1	nt	1	-7	-2	-18[20 µM]	-0.7	-7	0	3
64	Cc1cccc(NC(=O)CSc2nnc(-c3ccccc3)n2N)c1C	-10	-1	-20	1	-15	nt	5	-14	-4
65	CCc1ccc(CCC(=O)Nc2ncc(Cc3ccccc3Cl)s2)o1	3	-4	-11	0	-27	-0.6	-2	-5	-18
66	COc1cc(CCC(=O)OCC(=O)Nc2ccccc2C(C)C)cc(OC)c1OC	7	1	-24	-4	-9	0.35	23[fluorescence artefact?]	-1	2
67	O=C(Cn1c(C(F)(F)F)nc2ccccc21)Nc1ccccc1C(=O)O	-8	-3	-1	-2	-14	nt	-12	9	-5
68	NC(=O)[C@@H]1CC2(CC(c3cccc(NC(=O)COc4ccc(Cl)cc4)c3)=NO2)CN1C(=O)c1ccccc1 (stereo partly specified)	6	-6	-13	-2	-20	-0.69	-5	-3	-22
69	CN(c1ccccc1)c1nc(N)c(C#N)c(CC#N)c1C#N	-2	-8	-2	7	-3	-0.77	0	13	4
